Screening data as filed in PubChem BioAssay.
JMJD2A Tudor: qHTS Assay for Inhibitors of JMJD2A-Tudor Domain; Lysine-specific demethylase 4A (Homo sapiens), O75164; AlphaScreen JMJD2A-Tudor / H3K4me3 peptide binding; Potency, µM (series often up to 114 µM), without a hit: at the top dose activity change, negative = inhibition, most hits filed as inhibitors; hit rate 4.4% among 390,000; AID 504339, 2011; further: on the % scale 0 is the no-effect control and ±100 the full control effect; nearly all actives have a fitted effect of over 50% in size
PGK inhibitor: qHTS Assay to Find Inhibitors of Phosphoglycerate Kinase | hit rate 0.043% among 380,000 | Phosphoglycerate kinase, glycosomal (Trypanosoma brucei brucei), P07378 | Potency, µM (titrated, usually from 57.5 µM), for inactives: at the top dose activity change, negative = inhibition, actives largely listed as inhibitors | AID 602233, 2012 | PGK/GAPDH coupled, Kinase-Glo luminescence, 60 min; further: on the % scale 0 is the no-effect control and ±100 the full control effect; nearly all actives have a fitted effect of over 60% in size
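Recombinant glycosomal PGK reaction used 1,3-bisphosphoglycerate generated in-well by GAPDH (100nM final) in 100mM TEA pH 7.6, 5mM MgCl2, 0.01% Tween-20. After 60 minutes at room temperature, ATP was read by Kinase-Glo Plus luminescence end-point.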
BAZ2B inh: qHTS Assay for Inhibitors of BAZ2B. Bromodomain adjacent to zinc finger domain protein 2B (Homo sapiens), Q9UIF8. AlphaScreen BAZ2B-H3K14Ac peptide displacement. Potency, µM (top dose mostly 114 µM), for the others: at the highest dose activity change, negative = inhibition, hits mostly inhibitors. hit rate 4.4% among 360,000. AID 504333, 2011; further: on the % scale 0 is the no-effect control and ±100 the full control effect; nearly all actives have a fitted effect of over 60% in size
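Inhibition is scored as reduced AlphaScreen emission. The BAZ2B/b-H3(5-23)K14Ac complex (50 nM each) in PBS pH 7.4, 0.01% Tween-20 meets compound (up to 110 uM) for 30 min at RT before bead addition.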
HP1b binding inh: HTS for Inhibitors of HP1-beta Chromodomain Interactions with Methylated Histone Tails; Chromobox protein homolog 1 (Homo sapiens), P83916; AlphaScreen HP1-beta / biotin-H3K9me3 peptide binding; Potency, µM (series often up to 114 µM), without a hit: top-dose activity change, negative = inhibition, hits mostly inhibitors; hit rate 0.56% among 390,000; AID 540317, 2011; further: nearly all actives have a fitted effect of over 70% in size; inactives centre near 23
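AlphaScreen: HP1-beta (50 nM) preformed 30 min with biotin-H3(1-18)K9me3 peptide (50 nM) in PBS pH 7.4, 0.01% Tween-20. Compound added for 30 min at RT, then streptavidin donor/nickel chelate acceptor beads (10 ug/mL) for 30 min.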
Pin1 inhibitor: qHTS Assay to Find Inhibitors of Pin1 | Peptidyl-prolyl cis-trans isomerase NIMA-interacting 1 (Homo sapiens), Q13526 | Potency, µM (highest dose often 115 µM), for the others: top-dose activity, negative = inhibition, usual class: inhibitors | hit rate 0.009% among 390,000 | Pin1 FP peptide displacement, HiFluor488, 10 min | AID 504891, 2011; active means well fitted inhibition curve with a large enough effect in the polarisation, with a control signal flat, not every such curve was filed as active; inconclusive means small, poorly fitted or top-dose-only effect, or effect the other way, or a change in a side signal; inactive means no such curve, though single readings can be large or run the other way; the % refers to the polarisation; further: on the % scale 0 is the no-effect control and ±100 the full control effect
G9a inh: qHTS Assay for Inhibitors of Histone Lysine Methyltransferase G9a; G9a H3K9 monomethylation, AlphaScreen, 2 h; Potency, µM (doses to about 102 µM), without a hit: at the highest dose activity, negative = inhibition, usual class: inhibitors; Histone-lysine N-methyltransferase EHMT2 (Homo sapiens), Q96KQ7; AID 504332, 2011; hit rate 8.8% among 350,000; further: on the % scale 0 is the no-effect control and ±100 the full control effect; nearly all actives have a fitted effect of over 75% in size
Target sequence (Q96KQ7 913-1193 limits assumed): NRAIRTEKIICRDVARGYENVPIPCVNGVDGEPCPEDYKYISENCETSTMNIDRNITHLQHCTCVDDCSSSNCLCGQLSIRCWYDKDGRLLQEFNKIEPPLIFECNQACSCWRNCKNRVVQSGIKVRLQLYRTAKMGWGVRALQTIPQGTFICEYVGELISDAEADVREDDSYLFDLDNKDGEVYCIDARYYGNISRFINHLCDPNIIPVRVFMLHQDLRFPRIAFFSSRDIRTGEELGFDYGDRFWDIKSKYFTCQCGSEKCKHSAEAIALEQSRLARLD
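Compounds were preincubated with 20 nM G9a for 15 min, after which biotinylated H3K9 peptide (500 nM) and SAM (20 uM) started a 2 h room-temperature reaction. Monomethylated product was quantified by antibody-based AlphaScreen chemiluminescence.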
Pol iota inh: qHTS for Inhibitors of Polymerase Iota; hit rate 1% among 390,000; AID 588590, 2011; Potency, µM (highest dose often 115 µM), for inactives: at the highest dose activity, negative = inhibition, actives largely listed as inhibitors; Pol iota fluorescent replication assay, 10 min
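Fluorescent replication assay read twice, at 0 min and 10 min after adding 50 nM (final) substrate. Enzyme (10 nM) and compounds were first incubated 15 min at room temperature; enzyme-free buffer wells were negative controls.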
BLM helicase inh: qHTS Assay for Inhibitors of Bloom's syndrome helicase (BLM); RecQ-like DNA helicase BLM (Homo sapiens), P54132; recombinant BLM DNA unwinding, fluorescence dequenching; Potency, µM (series often up to 56.1 µM), for inactives: at the highest dose activity change, negative = inhibition, actives largely listed as inhibitors; hit rate 0.2% among 350,000; AID 2528, 2010;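 further: plate controls were vehicle for no effect and no enzyme for full effect; nearly all actives have a fitted effect of over 35% in size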
GLS inhibitor: qHTS for Inhibitors of Glutaminase (GLS) | Glutaminase kidney isoform, mitochondrial (Homo sapiens), O94925 | GLS enzymatic activity, qHTS titration | Potency, µM (top dose mostly 45.5 µM), for inactives: at the top dose activity change, negative = inhibition, hits mostly inhibitors | hit rate 0.21% among 410,000 | AID 624170, 2012; further: on the % scale 0 is the no-effect control and ±100 the full control effect
Target sequence (O94925 whole entry, looked up, canonical isoform): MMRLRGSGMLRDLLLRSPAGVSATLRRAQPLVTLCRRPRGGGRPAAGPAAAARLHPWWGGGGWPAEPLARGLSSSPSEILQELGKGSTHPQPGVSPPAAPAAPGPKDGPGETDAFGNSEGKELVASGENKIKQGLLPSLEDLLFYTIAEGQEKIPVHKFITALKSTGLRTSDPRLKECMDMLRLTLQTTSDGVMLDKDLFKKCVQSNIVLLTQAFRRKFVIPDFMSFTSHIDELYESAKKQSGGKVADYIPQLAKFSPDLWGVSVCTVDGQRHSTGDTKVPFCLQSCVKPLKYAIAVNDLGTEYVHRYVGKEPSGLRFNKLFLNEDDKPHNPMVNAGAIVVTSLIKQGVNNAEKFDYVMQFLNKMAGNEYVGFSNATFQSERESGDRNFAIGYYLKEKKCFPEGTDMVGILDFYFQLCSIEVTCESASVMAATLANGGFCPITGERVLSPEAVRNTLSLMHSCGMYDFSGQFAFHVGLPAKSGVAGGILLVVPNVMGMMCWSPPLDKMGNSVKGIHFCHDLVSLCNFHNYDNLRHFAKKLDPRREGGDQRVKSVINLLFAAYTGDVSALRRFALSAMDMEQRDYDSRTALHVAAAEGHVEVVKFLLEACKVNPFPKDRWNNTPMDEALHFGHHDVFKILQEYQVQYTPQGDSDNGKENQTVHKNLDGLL
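hKGA; 45 mM KH2PO4 pH 8.2 + 0.02% Tween-20; cpd via pin tool; 1 mM Gln soln; GluOx/HRP/Amplex Red; RT 30 min; fluor. t0 & final.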
An asterisk follows results filed as active; i = inactive; ? = inconclusive; . = no result given; & = joins results of further samples; [ ] = another dose, or the depositor's remark. Unless noted, the call rests on the fitted dose curve; in most records, active means well fitted curve in the direction sought with a large enough effect; inconclusive means small, poorly fitted or top-dose-only effect, or another doubt; inactive means no such curve, though single readings can be large; an effect the other way counts as inactive or inconclusive. Potency means the concentration at half of the fitted maximal effect.

SMILES	JMJD2A Tudor	PGK inhibitor	BAZ2B inh	HP1b binding inh	Pin1 inhibitor	G9a inh	Pol iota inh	BLM helicase inh	GLS inhibitor
CC1CN(c2ccc([N+](=O)[O-])c(NCCOc3ccc(Cl)cc3)c2)CC(C)N1 (stereo unspecified)	32µM*	-3%	11µM*	?	-1%	45µM*	14%	-2%	-8%
CCOC(=O)CSc1nc(C)c2cc(OC)ccc2n1	-2%[11.4 µM]	-2%	10%	45%[activator]	24%	1%[12.7 µM]	4%	-2%	-1%
O=C(NCc1ccccc1Cl)c1ccc(CS(=O)Cc2ccc(Cl)cc2)o1 (stereo unspecified)	-25%	0%	-19%	24%	4%	-14%	32%[activator]	-1%	10%
COc1cccc(/C=C2\SC(=O)N(CC(=O)NC3C=CS(=O)(=O)C3)C2=O)c1 (stereo unspecified)	4%	-1%	-5%	5%	-1%	.	?	-1%	-2%
COc1ccc(Oc2c(C)oc3c(CN(C)C)c(O)ccc3c2=O)cc1	-6%	3%	-5%	12%	0%	?	31%[activator]	2%	8%
COc1ccc(NC(=O)c2sc3nc4c(cc3c2N)CCCCCC4)cc1	-1%	-1%	?	67%[activator]	6%	?	?	-19%	-1%
O=C(CN1C(=O)NC(c2ccccc2)(c2ccccc2)C1=O)N1CCCCC1	-10%	4%	.	22%	-4%	.	-1%	.	-9%
CC(C)N1CC(C(=O)O)CC1=O (stereo unspecified)	-5%	-3%	5%	10%	1%	-3%[12.7 µM]	14%	0%	2%
NC(=O)c1cc(S(=O)(=O)NCCc2ccccc2)cs1	-13%	-3%	-3%	32%	-4%	11%[59 µM]	-22%	0%	-10%
CCN(CC)C(=O)CSc1nnc2c3ccccc3n(C)c2n1	-26%	i	-26%	20%	-7%	-15%[59 µM]	36%[activator]	-2%	2%
O=C(NN1C(=O)NC2(CCCCC2)C1=O)c1cc2cc(Cl)ccc2o1	-6%	-2%	.	35%	-4%	.	1%	.	1%
Cc1cccc2sc(NC(=O)CSc3nc4ccccc4o3)nc12	9%	-10%	-4%	35%[activator]	23%	-7%[59 µM]	-7%	-22%	.
Cc1nc(SCC(=O)Nc2nc3ccccc3s2)n[nH]1	-8%	3%	-1%	33%	-1%	79µM*	24%	3%	5%
Cc1[nH]c(=O)c(C#N)c(C)c1CCC(=O)NCc1cccc(C(F)(F)F)c1	-22%	-2%	0%	-6%	0%	6%	-7%	-1%	-5%
CC(C)(C)NC(=O)NC(=O)CSc1ccc(S(=O)(=O)N2CCOCC2)cn1	79µM*	6%	16%	-13%	-1%	5.6µM*	13%	.	0%
COc1ccc(CCN2C(=O)CC(N3CCN(S(=O)(=O)c4ccccc4)CC3)C2=O)cc1 (stereo unspecified)	-21%	-7%	?	15%	2%	?	?	-3%	-1%
CCOc1ccc(C2C(C(=O)/C=C/c3ccco3)=C(O)C(=O)N2CCN2CCOCC2)cc1OC (stereo unspecified)	?	0%	.	19%	7%	45µM*	?	-2%	65%[activator]
O=C(/C=C/c1ccccc1)Nc1nc2n(n1)C(c1ccc(F)cc1)C=C(c1ccccc1)N2 (stereo unspecified)	-9%	4%	-7%	20%	3%	?	15%	-13%	?
CCS(=O)(=O)N1CCN(S(=O)(=O)c2ccc(S(=O)(=O)NC3CC3)cc2)CC1	-3%	-6%	3%	12%	0%	-1%	-4%	2%	3%
CC(C)C[C@H](NC(=O)N1CCn2c1nc1ccccc12)C(=O)NC1CCCCC1	-8%	0%	-12%	68%[activator]	-2%	22%	28%	-3%	-5%
O=C(Nc1ccc(F)c(Cl)c1)C1CC(=O)N(Cc2ccco2)C1 (stereo unspecified)	-13%	0%	-8%	18%	?	-8%[2.33 µM]	12%	.	4%
CC1(c2ccccc2)NC(=O)N(CC(=O)Nc2ccc(S(=O)(=O)NC3=NCCCCC3)cc2)C1=O (stereo unspecified)	-3%	-1%	.	24%	0%	.	-20%	.	-2%
O=C(c1ccc(Cl)c(S(=O)(=O)N2CCCCCC2)c1)N1CCOCC1	-8%	-1%	-4%	42%[activator]	-2%	-4%	20%	-1%	-2%
COc1ccc(N2CCN(Cc3nc(-c4ccc(Cl)cc4Cl)no3)CC2)cc1	25µM*	9%	35µM*	?	7%	2.2µM*	-12%[58.9 µM]	-5%	19%
CCOc1cc(CN2CCN(CCOCCO)CC2)ccc1OC	-9%	-2%	-12%	28%	-6%	3%	15%	-1%	0%
Cc1ccccc1-c1noc(-c2ccc(NCc3cccnc3)c([N+](=O)[O-])c2)n1	0%	7%	-35%	41%[activator]	-2%	17%[59 µM]	-11%	-4%	-10%
Cc1cc(NS(=O)(=O)c2ccc(NC(=O)c3ccc(Cl)cc3Cl)cc2)no1	-5%	0%	-1%	63%[activator]	11%	1%	123%[activator]	-3%	6%
COc1ccc(N2CCN(C(=O)c3cc(C4CC4)nn3-c3ccccc3)CC2)cc1	50µM*	-3%	45µM*	?	3%	?	5%	.	27%
COc1cc(OC)c(NS(=O)(=O)c2ccc3c(c2)NC(=O)CO3)cc1Cl	16µM*	0%	-15%	6%	-3%	27%	22%	0%	-1%
Cc1ccccc1-c1nc2sc3c(c2c(=O)n1N)CCCC3	-9%[57.1 µM]	i	1%	15%	1%	-11%	14%	-4%	5%
C=CCc1ccc(OCCCCN2CCC(C)CC2)c(OC)c1	2.8µM*	1%	?	-24%	-9%	?	3%	-10%	9%
CCOC(=O)C1CCCN(C(=O)c2cn(CC)c3ccc(S(=O)(=O)N(C)C)cc3c2=O)C1 (stereo unspecified)	-17%	-5%	-6%	51%[activator]	-6%	-17%	24%	-5%	0%
C1CCN(c2nc3nonc3nc2N2CCCC2)C1	4%	1%	7%	21%	-1%	34%	33%[activator]	0%	-7%
O=C(N/N=C/c1cc2c(cc1[N+](=O)[O-])OCO2)c1ccccn1	?	-8%	.	42%[activator]	-12%	.	-12%	.	-13%
CCOc1ccc(NC(=O)CSc2nc(C)c(C(=O)Nc3ccccc3)c(-c3ccc(Cl)cc3)c2C#N)cc1	-10%	-7%	1%	51%[activator]	?	46%[activator][59 µM]	-9%	-6%	-1%
Cc1noc(C)c1C(=O)Nc1ccccn1	1%	-8%	6%	34%	-6%	?	-7%	0%	-1%
CC(C)(C)OC(=O)N1CCC(c2c(C(=O)NCCN3CCC(Cc4ccccc4)CC3)cnn2-c2ccc(F)cc2)CC1	-33%	5%	-4%[57.1 µM]	26%	-2%	?	2%	-2%	-1%
COc1ccc(N2C(=O)C(CC(=O)Nc3ccccc3)N(Cc3cccs3)C2=O)cc1 (stereo unspecified)	-13%	-6%	0%	53%[activator]	1%	.	-4%	-3%	3%
O=C(COc1ccc(Br)cc1)Nc1nc(-c2cccnc2)cs1	-7%	0%	0%	40%	21%	-25%	8%	-6%	2%
Cc1c(C(=O)N2CCOCC2)c(S(=O)(=O)Nc2ccccc2F)c(C)n1C	-8%	i	2%	61%[activator]	3%	21%[59 µM]	4%	-2%	1%
CCOC(=O)c1ccc(NC(=S)NC(=O)c2nn(CC)cc2Br)cc1	-18%	i	7%	18%	0%	18%[59 µM]	38%[activator]	1%	1%
COc1cccc(CNC(=O)C2CCN(S(=O)(=O)N3CCCC3)CC2)c1	-2%	-9%[11.5 µM]	10%	23%	-3%	9%[59 µM]	1%	-1%	-9%
Cc1ccc(N2CC(C(=O)NCCCn3ccnc3)CC2=O)cc1 (stereo unspecified)	-18%	-8%	-6%	5%	-2%	-42%[12.7 µM]	3%	-2%	-5%
COc1ccc(Cn2nnnc2C(c2ccc(C)cc2)N2CCN(C3CCCC3)CC2)cc1 (stereo unspecified)	5%	-5%	-34%	22%	3%	?	-17%	-1%	-5%
CN(C)C(CNC(=O)c1ccc(Cl)c(S(=O)(=O)N2CCCCCC2)c1)c1ccccc1 (stereo unspecified)	-20%	-3%	-6%	33%	-2%	12%[2.33 µM]	-2%	.	0%
O=C(COc1ccc(F)cc1)Nc1ccc(S(=O)(=O)Nc2ncccn2)cc1	-14%	-5%	7%	8%	8%	?	17%	.	3%
CCCCCN(C(=O)CCC(=O)OCc1cc(C)ccc1C)c1c(N)n(CCCC)c(=O)[nH]c1=O	-6%	-6%	3%	-4%	-11%	-16%[0.501 µM]	-16%	.	-3%
COC(=O)c1cc(-c2c(-c3ccc4c(c3)OCO4)noc2-c2ccsc2)cc([N+](=O)[O-])c1	-26%	i	-11%[57.1 µM]	20%	3%	.	24%&10%	-2%	-5%
CC(NCc1ccccc1)C1COc2ccccc2O1 (stereo unspecified)	3.2µM*	4%	?	-56%	4%	32µM*	11%	2%	5%
O=C(Nc1cccc(Cl)c1Cl)c1ccc(-c2ccccc2)cc1	8%	-2%	3%	32%	?	3%[59 µM]	?	0%	-2%
C1=Nc2c(NCc3ccccc3)ncnc2Oc2ccccc21	-28%	-5%	-29%	11%	1%	4%[12.7 µM]	-1%	-1%	6%
CCCn1c(N)c(C(=O)CSc2nnc3n2CCCCC3)c(=O)[nH]c1=O	-13%	4%	-4%	25%	?	-12%[59 µM]	11%	.	-4%
O=C1C(=O)c2ccccc2C(O)=C1C1CCC(c2ccc(Cl)cc2)CC1 (stereo unspecified)	8%	-8%	-19%	31%	3%	?	-2%	2%	-14%

The list is partial; rates above refer to the full screens.
